Screening data: PubChem BioAssay, National Center for Advancing Translational Sciences (NCATS)
PGK inhibitor: blocks T. brucei phosphoglycerate kinase; PGK/GAPDH coupled, Kinase-Glo luminescence, 60 min; Potency, µM (series often up to 57.5 µM), for the others: at the top dose activity change, negative = inhibition, actives largely listed as inhibitors; 380,000 tested, 0.043% active; also: % is scaled to controls: 0 for no effect and ±100 for the full control effect; nearly all actives have a fitted effect of over 60% in size
Target sequence (P07378 whole entry, looked up): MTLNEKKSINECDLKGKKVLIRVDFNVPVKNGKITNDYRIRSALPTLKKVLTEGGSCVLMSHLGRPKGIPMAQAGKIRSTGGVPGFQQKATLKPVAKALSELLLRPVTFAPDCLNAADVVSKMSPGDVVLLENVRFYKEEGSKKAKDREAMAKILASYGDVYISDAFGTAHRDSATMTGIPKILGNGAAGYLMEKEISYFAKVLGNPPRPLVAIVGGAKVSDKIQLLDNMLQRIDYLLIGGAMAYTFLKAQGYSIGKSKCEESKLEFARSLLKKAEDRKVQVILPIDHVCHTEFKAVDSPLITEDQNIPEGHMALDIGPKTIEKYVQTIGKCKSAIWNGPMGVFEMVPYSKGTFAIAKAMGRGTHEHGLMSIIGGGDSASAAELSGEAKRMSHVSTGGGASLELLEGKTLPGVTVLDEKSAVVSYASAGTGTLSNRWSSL
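Recombinant glycosomal PGK reaction used 1,3-bisphosphoglycerate generated in-well by GAPDH (100nM final) in 100mM TEA pH 7.6, 5mM MgCl2, 0.01% Tween-20. After 60 minutes at room temperature, ATP was read by Kinase-Glo Plus luminescence end-point.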
G9a block: inhibitors of human histone lysine methyltransferase G9a | G9a H3K9 monomethylation, AlphaScreen, 2 h | Potency, µM (doses to about 102 µM), for inactives: top-dose activity, negative = inhibition, most hits filed as inhibitors | 350,000 tested, 8.8% active | AID 504332; also: % is scaled to controls: 0 for no effect and ±100 for the full control effect; nearly all actives have a fitted effect of over 75% in size
Target sequence (Q96KQ7 913-1193 limits assumed): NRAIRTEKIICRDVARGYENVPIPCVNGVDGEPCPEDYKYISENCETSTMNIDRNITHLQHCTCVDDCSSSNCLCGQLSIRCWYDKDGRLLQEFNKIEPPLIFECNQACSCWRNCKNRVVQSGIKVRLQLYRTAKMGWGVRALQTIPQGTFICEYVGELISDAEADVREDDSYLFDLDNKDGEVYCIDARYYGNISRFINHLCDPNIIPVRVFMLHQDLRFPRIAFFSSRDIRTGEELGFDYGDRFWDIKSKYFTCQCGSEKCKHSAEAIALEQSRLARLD
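Compounds were preincubated with 20 nM G9a for 15 min, after which biotinylated H3K9 peptide (500 nM) and SAM (20 uM) started a 2 h room-temperature reaction. Monomethylated product was quantified by antibody-based AlphaScreen chemiluminescence.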
JMJD2A Tudor inh: blocks the human JMJD2A Tudor domain; O75164; AlphaScreen JMJD2A-Tudor / H3K4me3 peptide binding; Potency, µM (top dose mostly 114 µM), inactives show at the top dose activity change, negative = inhibition, most hits filed as inhibitors; 390,000 tested, 4.4% active; AID 504339; also: % is scaled to controls: 0 for no effect and ±100 for the full control effect; nearly all actives have a fitted effect of over 50% in size
Pol iota inh: inhibitors of human DNA polymerase iota; Potency, µM (top dose mostly 115 µM), for the others: top-dose activity, negative = inhibition, usual class: inhibitors; Q9UNA4; 390,000 tested, 1% active; Pol iota fluorescent replication assay, 10 min; AID 588590
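Pol iota at 10 nM preincubated 15 min with compounds at room temperature; reaction started with fluorescent substrate, 50 nM final. Fluorescence read kinetically at 0 and 10 min; buffer-only wells as negative control.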
Pin1 inh: blocks the human prolyl isomerase Pin1. Q13526. Pin1 FP peptide displacement, HiFluor488, 10 min. Potency, µM (highest dose often 115 µM), inactives show at the highest dose activity, negative = inhibition, usual class: inhibitors. 390,000 tested, 0.009% active. AID 504891; active = well fitted inhibition curve with a large enough effect in the polarisation, with a control signal flat, not every such curve was filed as active; inconclusive = small, poorly fitted or top-dose-only effect, or effect the other way, or a change in a side signal; inactive = no such curve, though single readings can be large or run the other way; the % refers to the polarisation; also: % is scaled to controls: 0 for no effect and ±100 for the full control effect
Target sequence (Q13526 whole entry, looked up): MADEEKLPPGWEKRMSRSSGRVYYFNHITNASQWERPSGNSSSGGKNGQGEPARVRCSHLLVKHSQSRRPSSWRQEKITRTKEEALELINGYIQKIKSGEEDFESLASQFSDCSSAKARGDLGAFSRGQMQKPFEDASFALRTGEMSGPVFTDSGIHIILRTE
HP1b binding inh: blocks HP1-beta chromodomain binding to methylated histone tails; P83916; AlphaScreen HP1-beta / biotin-H3K9me3 peptide binding; Potency, µM (series often up to 114 µM), for the others: top-dose activity change, negative = inhibition, actives largely listed as inhibitors; 390,000 tested, 0.56% active; AID 540317; also: nearly all actives have a fitted effect of over 70% in size; inactives centre near 23
Target sequence (P83916 whole entry, looked up): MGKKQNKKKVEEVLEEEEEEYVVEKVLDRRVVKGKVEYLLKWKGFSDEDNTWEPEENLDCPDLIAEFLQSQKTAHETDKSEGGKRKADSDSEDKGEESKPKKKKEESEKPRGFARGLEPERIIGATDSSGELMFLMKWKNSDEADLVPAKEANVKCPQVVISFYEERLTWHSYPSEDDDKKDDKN
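HP1-beta protein (50 nM final) preincubated 30 min at room temperature with biotinylated H3(1-18)K9me3 peptide (50 nM) in PBS pH 7.4, 0.01% Tween-20, then compound added for 30 min. AlphaScreen streptavidin donor/nickel chelate acceptor beads (10 ug/mL final), 30 min dark, luminescence read.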
BLM inh: Bloom syndrome helicase (human) inhibition; 350,000 tested, 0.2% active; recombinant BLM DNA unwinding, fluorescence dequenching; Potency, µM (series often up to 56.1 µM), inactives show at the top dose activity change, negative = inhibition, usual class: inhibitors; AID 2528; P54132;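 also: plate controls were vehicle for no effect and no enzyme for full effect; nearly all actives have a fitted effect of over 35% in size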
BAZ2B inh: inhibitors of human BAZ2B bromodomain; Q9UIF8; AlphaScreen BAZ2B-H3K14Ac peptide displacement; Potency, µM (titrated, usually from 114 µM), inactives show top-dose activity change, negative = inhibition, most hits filed as inhibitors; 360,000 tested, 4.4% active; also: % is scaled to controls: 0 for no effect and ±100 for the full control effect; nearly all actives have a fitted effect of over 60% in size
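AlphaScreen luminescence quantifies BAZ2B engagement of H3K14Ac peptide; the protein and biotinylated peptide are both at 50 nM final, buffer PBS pH 7.4 with 0.01% Tween-20, all steps at room temperature.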
GLS inh: inhibitors of human glutaminase (GLS); GLS enzymatic activity, qHTS titration; Potency, µM (highest dose often 45.5 µM), inactives show at the highest dose activity change, negative = inhibition, usual class: inhibitors; O94925; 410,000 tested, 0.21% active; also: % is scaled to controls: 0 for no effect and ±100 for the full control effect
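Glutamate formation by hKGA was monitored fluorometrically using coupled glutamate oxidase, HRP and Amplex Red. Substrate was added as 1 mM L-glutamine solution; incubation was 30 min at RT after an initial read.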
* marks the source's active call; other numbers are inactive results; i = inactive; ? = inconclusive; · = not tested or not shown; [ ] = another dose, or the depositor's remark. Unless noted, calls follow the shape of the dose curve; as a rule, active = well fitted curve in the direction sought with a large enough effect; inconclusive = small, poorly fitted or top-dose-only effect, or another doubt; inactive = no such curve, though single readings can be large; an effect the other way counts as inactive or inconclusive. Potency is read from the fitted curve at half-maximal effect. Some of the compounds tested (hit frequency here may not be typical).

Pol iota inh | G9a block | HP1b binding inh | BAZ2B inh | JMJD2A Tudor inh | BLM inh | Pin1 inh | GLS inh | PGK inhibitor | smiles
9.2% | 74.3%[activator] | 56.5%[activator] | -18.8% | -2.8% | 1.2% | -2.8% | -8.7% | -4.7% | COc1cccc(CNC(=O)CCS(=O)(=O)Cc2ccc(C)cc2)c1
54.0%[activator] | ? | -11.1% | -14.9% | -17.4% | 1.0% | -1.8% | 15.8% | -0.4% | CN(C)c1cccc2c(/C=N/O)ccc(N(C)C)c12
8.6% | · | ? | · | ? | · | -5.7% | 17.2% | i | O=C1C(Br)=C(c2ccccc2)C(c2ccccc2)=C1c1ccccc1
68.4%[activator] | ? | 9.4% | -13.6% | -20.0% | -10.7% | 8.1% | -1.9% | -0.1% | CCN(CC)S(=O)(=O)c1ccc(N2CCc3cc(OC)c(OC)cc3C2)nc1
43.0%[activator] | 56.2µM* | -17.2% | ? | -33.6% | -10.1% | 0.0% | -3.5% | 0.0% | COC(=O)c1c(C)[nH]c(C)c1-c1cccc([N+](=O)[O-])c1
-7.1% | -22.2%[12.7 µM] | 34.4% | -19.3% | -1.5%[57.1 µM] | -0.4% | 39.5%[activator] | -6.0% | -1.6% | Cc1cccc2c1nc(-c1ccccc1)n1cnnc21
19.3% | 12.7%[0.501 µM] | 35.0% | -5.6% | -4.8% | -4.2% | -1.5% | -5.3% | -4.3% | CC(=O)c1ccc(N2CCN(S(=O)(=O)c3ccc4c(c3)CC(C)N4C(=O)C3CC3)CC2)cc1 (centres undefined)
25.0% | -3.5% | 31.9% | -1.2% | -11.7% | 0.6% | -3.1% | 0.3% | 4.5% | O=C(COC(=O)c1cc(=O)c2ccccc2o1)NCC1CCCCC1
-16.2%[58.9 µM] | 15.3%[59 µM] | 8.0% | -0.9% | 2.2% | -2.5% | -5.9% | 3.1% | -3.7% | CCC(=O)NC(O)C(=O)c1ccc(C)cc1 (centres undefined)
3.8% | ? | 36.7%[activator] | 0.0% | -1.6% | -7.5% | ? | -1.3% | -10.7% | CCN1C=CC2=C(C#N)C(N)C(C#N)(C#N)C(c3ccccc3C(F)(F)F)C2C1 (centres undefined)
51.1%[activator] | 46.1% | 12.5% | -20.4% | -12.2% | -2.2% | -1.9% | 6.9% | -5.5% | CCOc1ccc(NC(=O)CC2C(=O)NCCN2C(=O)Nc2ccccc2)cc1 (centres undefined)
-19.7% | ? | 32.0% | · | -17.0% | 0.3% | 57.2%[activator] | 10.6% | 7.7% | CCOc1ccc(NS(=O)(=O)c2ccc3[nH]cc(C(=O)N4CCCC4)c(=O)c3c2)cc1
-5.3% | 9.7% | 62.6%[activator] | -16.7% | -4.5% | -2.6% | -3.6% | 0.4% | -9.1% | OC(CNCc1ccccc1C(F)(F)F)C(F)(F)F (centres undefined)
8.6% | 14.8%[59 µM] | 25.9% | -1.5% | -12.5% | -0.9% | -0.3% | 7.9% | 3.4% | COc1ccc(OC)c(S(=O)(=O)N2CCC(C(=O)N3CCN(Cc4ccccc4)CC3)CC2)c1
-26.5% | -18.1%[59 µM] | 21.6% | -15.1% | -11.6% | 0.5% | 2.7% | -16.0% | 7.9% | COCC(=O)Nc1cccc(-c2nc3cccnc3s2)c1
1.0% | -27.1% | 28.2% | -38.9% | -30.3% | 3.2% | 1.1% | 6.3% | -9.8% | NNC(=O)CNC(c1ccccc1)c1cc(Br)ccc1NC(=O)CCN1CCOCC1 (centres undefined)
? | ? | 27.4% | 0.6% | -13.4% | 9.7% | 17.1% | 22.7% | 1.9% | O=S(=O)(CC(CN1CCCC1)N1CCCC1)c1ccc2ccccc2c1 (centres undefined)
79.1%[activator] | 7.4%[59 µM] | 22.0% | 0.3% | -4.7% | -2.4% | 5.2% | 4.2% | i | CCc1nn(CC(=O)N2CCCCC2)c(=O)c2cc3sccc3n12
17.5% | -4.2%[0.501 µM] | 28.3% | -13.8% | -7.6% | -3.5% | 1.5% | 0.0% | -2.6% | COc1ccc(S(=O)(=O)NNC(=O)Nc2ccc(C)cc2)c(OC)c1
17.6% | -2.8%[59 µM] | -8.5% | -31.9% | -28.1% | -3.3% | 9.7% | ? | 1.7% | Nc1ccccc1-c1nnc(SCc2ccccc2Cl)[nH]c1=O
14.6% | 8.2% | 33.1% | 1.9% | -1.3% | -0.7% | 1.6% | -2.6% | -9.8% | CC(=O)Nc1cccc(-n2nnc(SCC(N)=O)n2)c1
6.3% | ? | 53.0%[activator] | 7.5% | 5.4% | -0.1% | -4.0% | -12.4% | -9.6% | O=C(CCC1CCCCC1)Nc1c2c(nn1-c1ccc(F)cc1)CS(=O)C2 (centres undefined)
14.8% | 28.2µM* | -38.0% | 7.08µM* | ? | -10.4% | 0.7% | 9.0% | -2.7% | COc1ccc(-c2nc(C#N)c(N3CCc4ccccc4C3)o2)cc1OC
8.9% | 39.0%[12.7 µM] | 11.1% | -8.3% | -25.3% | -1.1% | -4.3% | 19.4% | -6.6% | O=C(c1ccccc1)c1cccn1CC(=O)N1CCN(c2ccccc2)CC1
48.1%[activator] | 5.7% | -4.4% | 7.3% | -12.3% | -0.5% | -5.5% | 5.1% | -3.0% | COc1cc(NC(=O)C2CC(=O)N(CCc3ccc(F)cc3)C2)cc(OC)c1OC (centres undefined)

Ordered by molar mass (ascending): part of the list above
Pol iota inh | G9a block | HP1b binding inh | BAZ2B inh | JMJD2A Tudor inh | BLM inh | Pin1 inh | GLS inh | PGK inhibitor | smiles
-16.2%[58.9 µM] | 15.3%[59 µM] | 8.0% | -0.9% | 2.2% | -2.5% | -5.9% | 3.1% | -3.7% | CCC(=O)NC(O)C(=O)c1ccc(C)cc1 (centres undefined)
-7.1% | -22.2%[12.7 µM] | 34.4% | -19.3% | -1.5%[57.1 µM] | -0.4% | 39.5%[activator] | -6.0% | -1.6% | Cc1cccc2c1nc(-c1ccccc1)n1cnnc21
1.0% | -27.1% | 28.2% | -38.9% | -30.3% | 3.2% | 1.1% | 6.3% | -9.8% | NNC(=O)CNC(c1ccccc1)c1cc(Br)ccc1NC(=O)CCN1CCOCC1 (centres undefined)

The results go on.
Pol iota inh | G9a block | HP1b binding inh | BAZ2B inh | JMJD2A Tudor inh | BLM inh | Pin1 inh | GLS inh | PGK inhibitor | smiles
55.7%[activator] | -38.0% | 27.5% | -1.3% | -17.1% | -1.0% | 0.1% | 1.8% | i | Cc1cc(=O)[nH]c(/N=C(\N)Nc2ccc(SC(F)F)cc2)n1
7.8% | · | 42.0%[activator] | · | -1.5% | · | -6.8% | -1.5% | 2.6% | Cc1cc(C)n(CC(=O)NNC(=O)COc2ccc(Br)cc2F)n1
12.1% | -26.6%[12.7 µM] | 15.9% | -10.4% | -17.2% | -9.6% | 5.6% | 2.9% | · | COCCn1nnnc1C(c1cccs1)N1CCN(c2nc3ccccc3s2)CC1 (centres undefined)
-10.4% | -0.5%[59 µM] | 47.1%[activator] | -4.4% | 3.2%[57.1 µM] | 0.1% | -7.7% | -1.6% | i | COc1cc(/C=C/C(=O)O)cc(S(=O)(=O)Nc2ccc(F)cc2)c1OC
3.9% | -49.2%[59 µM] | 46.2%[activator] | 2.7% | -5.5% | -0.7% | -0.1% | -3.4% | -8.9% | CCCC(=O)Nc1cc(C)c2c(=O)oc3ccccc3c2n1
50.6%[activator] | · | 44.7%[activator] | · | -5.9% | · | -4.4% | 1.2% | 5.1% | COc1cccc(/C=C/C(=O)OCC(=O)NCCC2=CCCCC2)c1OC
1.0% | 13.7% | 44.7%[activator] | 7.4% | -6.9% | 1.2% | -0.5% | 1.2% | -5.2% | N=C1c2ccccc2CN1NC(=O)c1cccc(S(=O)(=O)N2CCOCC2)c1
0.5%[58.9 µM] | 8.0% | 11.9% | -3.3% | -29.1% | -2.7% | 0.7% | 1.6% | -3.5% | CC1=NN(C(=O)c2ccc(Cn3nc(C)c([N+](=O)[O-])c3C)cc2)C(O)(C(F)(F)F)C1 (centres undefined)
13.9% | -7.0% | 0.7% | 1.4% | -26.9% | · | 3.0% | -0.7% | -4.3% | CCN(CC(=O)Nc1ccc(NC(C)=O)cc1)C(=O)c1cn(-c2ccccc2)nc1-c1cccs1
4.6% | -11.1%[12.7 µM] | -10.5% | 4.5% | -5.3%[11.4 µM] | -7.8% | 4.8% | -14.5% | -1.4% | O=C(COC(=O)c1ccccc1S(=O)(=O)N1CCCCC1)NCC(F)(F)F
28.0% | 0.1%[59 µM] | 33.2% | 2.6% | -12.5% | 1.5% | -1.2% | 5.7% | -3.9% | CCOc1ccc(CCNC(=O)c2cc(=O)[nH]c3ccc(S(=O)(=O)N4CCCCC4)cc23)cc1OCC
100.0%[activator] | 0.1% | 38.5%[activator] | -11.7% | 2.9% | -0.9% | -8.8% | -4.1% | 1.4% | O=C(Nc1cccc([N+](=O)[O-])c1)Nc1ccc(Cl)cn1
-20.3%[58.9 µM] | · | 15.1% | · | -13.0% | · | 10.1% | 5.2% | i | Nc1ccc(Sc2ccccc2Cl)nc1
2.6% | 33.3%[activator] | 21.2% | 4.5% | -8.9% | -8.1% | 2.0% | 3.0% | 1.9% | Cc1oc2c(CN3CCCCC3C)c(O)ccc2c(=O)c1-c1ccccc1 (centres undefined)
-5.8% | 5.2%[59 µM] | 39.1%[activator] | -3.3% | -2.6% | 2.7% | -6.1% | 4.5% | -1.9% | CCOc1ccccc1CNCCSc1nnnn1C

Looked up by compound from the list above:
Pol iota inh | G9a block | HP1b binding inh | BAZ2B inh | JMJD2A Tudor inh | BLM inh | Pin1 inh | GLS inh | PGK inhibitor | smiles
55.7%[activator] | -38.0% | 27.5% | -1.3% | -17.1% | -1.0% | 0.1% | 1.8% | i | Cc1cc(=O)[nH]c(/N=C(\N)Nc2ccc(SC(F)F)cc2)n1
100.0%[activator] | 0.1% | 38.5%[activator] | -11.7% | 2.9% | -0.9% | -8.8% | -4.1% | 1.4% | O=C(Nc1cccc([N+](=O)[O-])c1)Nc1ccc(Cl)cn1
2.6% | 33.3%[activator] | 21.2% | 4.5% | -8.9% | -8.1% | 2.0% | 3.0% | 1.9% | Cc1oc2c(CN3CCCCC3C)c(O)ccc2c(=O)c1-c1ccccc1 (centres undefined)
-20.3%[58.9 µM] | · | 15.1% | · | -13.0% | · | 10.1% | 5.2% | i | Nc1ccc(Sc2ccccc2Cl)nc1
